# Source: PubChem (several laboratories)
# HePTP inhibitor: inhibitors of human HePTP phosphatase, primary screen, biochemical, absorbance, leukemia target; recombinant HePTP phosphatase activity, OD absorbance; inhibition, % at 20 µM; 110,000 tested, 0.64% active; Tyrosine-protein phosphatase non-receptor type 7 (Homo sapiens), P35236; in the data active = inhibition above about 50%;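 also: plate controls were vehicle for no effect and reference inhibitor for full effect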
# Target sequence (P35236 whole entry, looked up): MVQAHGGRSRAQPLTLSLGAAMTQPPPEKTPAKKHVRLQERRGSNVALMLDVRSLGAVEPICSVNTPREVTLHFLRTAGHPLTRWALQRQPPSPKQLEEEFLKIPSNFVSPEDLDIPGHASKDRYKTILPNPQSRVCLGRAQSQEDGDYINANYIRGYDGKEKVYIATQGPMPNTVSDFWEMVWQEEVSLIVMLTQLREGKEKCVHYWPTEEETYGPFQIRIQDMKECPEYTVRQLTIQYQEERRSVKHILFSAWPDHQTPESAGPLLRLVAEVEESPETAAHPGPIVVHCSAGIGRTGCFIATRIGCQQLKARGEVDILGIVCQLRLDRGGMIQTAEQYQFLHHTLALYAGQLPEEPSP
# BAP1 block: inhibitors of BAP1 deubiquitinase, primary screen, biochemical, Ub-AMC fluorescence, kinetic; recombinant BAP1, Ub-AMC hydrolysis fluorescence kinetic; hits give low values; 72,000 tested, 0.48% active; Ubiquitin carboxyl-terminal hydrolase BAP1 (Homo sapiens), Q92560; activity remaining (% of control), % at 20 µM;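 active = activity remaining at or below 50% of control, provided the compound also passes the data quality filters; inactive = the rest, including low values that fail the filters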;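 also: 100% = DMSO wells rate and 0% = substrate alone blank rate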
# Target sequence (Q92560 whole entry, looked up): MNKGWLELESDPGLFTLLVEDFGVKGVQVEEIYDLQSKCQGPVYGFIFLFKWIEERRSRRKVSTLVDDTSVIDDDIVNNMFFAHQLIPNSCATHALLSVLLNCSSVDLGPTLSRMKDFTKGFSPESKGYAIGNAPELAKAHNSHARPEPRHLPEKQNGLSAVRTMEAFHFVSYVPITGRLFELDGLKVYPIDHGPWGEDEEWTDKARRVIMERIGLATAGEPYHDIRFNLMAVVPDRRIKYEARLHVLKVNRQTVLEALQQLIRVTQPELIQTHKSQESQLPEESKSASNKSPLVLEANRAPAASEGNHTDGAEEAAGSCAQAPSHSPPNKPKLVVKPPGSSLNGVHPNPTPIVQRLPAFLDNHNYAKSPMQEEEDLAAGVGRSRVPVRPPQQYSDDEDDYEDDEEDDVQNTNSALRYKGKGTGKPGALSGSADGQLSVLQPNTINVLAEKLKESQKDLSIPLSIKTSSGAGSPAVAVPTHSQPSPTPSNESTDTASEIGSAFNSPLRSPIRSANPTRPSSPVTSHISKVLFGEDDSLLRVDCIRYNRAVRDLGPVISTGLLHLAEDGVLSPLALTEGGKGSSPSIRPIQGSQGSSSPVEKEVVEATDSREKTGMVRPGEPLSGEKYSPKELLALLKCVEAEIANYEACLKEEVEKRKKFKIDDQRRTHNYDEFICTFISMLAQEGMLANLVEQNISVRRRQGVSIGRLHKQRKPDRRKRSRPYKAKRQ
# * hit, by the source's call; / = no result given; & = joins results of further samples.
SMILES,HePTP inhibitor,BAP1 block
CCC(=O)N=c1sc2c(C)cc(C)cc2n1CC(=O)OC,2.9,91.3
O=C(CCCN1C(=O)c2cccc3cccc(c23)C1=O)N1CCCCC1,-6.5,/
O=C(C1CCCCC1)N1CCC(c2nc3c(nnn3Cc3ccccc3Cl)c(=O)[nH]2)CC1,1.6,84.6
CCOc1ccccc1NC(=O)c1c(NC(=O)CNCc2ccco2)sc2c1CCC2,9.4,79.5
CC(C)CNC(=O)C(=O)Nc1ccc(Oc2ccccc2)cc1,-0.3,/
Cc1ccc(S(=O)(=O)N(Cc2ccccc2)c2ccccc2C(=O)N2CCOCC2)cc1,-3.7,/
COc1ccc(C(=O)Oc2cccc(C(=S)N3CCOCC3)c2)cc1,-1.0,/
Cc1ccc(NC(=O)C2CC=CCC2C(=O)N2CCCCC2)cc1 (stereo not given),5.6,102.2
Cc1ccc2cc3c(NC(=O)CC(C)C)nn(C)c3nc2c1,-3.1,77.0
CC(C)Oc1ccc(C(=O)Nc2cc(=O)n(C)c(=O)n2C)cc1,-3.0,93.4
CCN(CC)c1ccc(C(=O)Nc2nccs2)cc1,-12.9,/
O=C(Nc1cccc(Cl)c1)N(c1ccccn1)c1ccccn1,-12.8,/
COc1ccc(N(CC(=O)Nc2ccc(C(C)=O)cc2)S(=O)(=O)c2ccccc2)cc1Cl,-0.7,/
CCCNC(=O)c1c(C)cc(=O)oc1C,1.1,76.1
COc1cc(C2c3c(-c4ccccc4)n[nH]c3C(=O)N2c2ccccc2)ccc1O (stereo not given),4.8&-12.1,91.1
CCC(C(=O)Nc1ccc(Br)cc1F)c1ccccc1 (stereo not given),-8.0,/
CCC1CCCCN1C(=O)CSc1nnc(CNC(=O)COc2ccc(Cl)cc2)o1 (stereo not given),-5.2,115.7
Cn1ncc2nc[nH]c(=O)c21,8.4,84.7
O=[N+]([O-])c1ccc(N2CCOCC2)cc1NCCCO,1.3,/
CC(C)OC(=O)c1ccc2cc(C(=O)OC(C)C)ccc2c1,/,51.2
C=C(C)c1cccc(C(C)(C)NC(=O)N(C)C2CCN(C)CC2)c1,-0.6,/
O=c1c(-c2ccccc2)c(O)nc2ccccn12,8.9,74.5
O=C1CC(c2cccs2)CC(O)=C1C=NCCN1CCNCC1 (stereo not given),-0.4,103.6
CCCC1CCc2c(sc(NC(=O)c3ccccc3F)c2C(N)=O)C1 (stereo not given),4.8,/
O=C(Nc1ccc(OC(F)(F)F)cc1)C1=NCCN1,-2.5,94.0

# Sorted by count of non-hydrogen atoms (highest first): part of the list above
SMILES,HePTP inhibitor,BAP1 block
CCCC1CCc2c(sc(NC(=O)c3ccccc3F)c2C(N)=O)C1 (stereo not given),4.8,/
O=C(Nc1cccc(Cl)c1)N(c1ccccn1)c1ccccn1,-12.8,/
O=[N+]([O-])c1ccc(N2CCOCC2)cc1NCCCO,1.3,/
CCCNC(=O)c1c(C)cc(=O)oc1C,1.1,76.1
Cn1ncc2nc[nH]c(=O)c21,8.4,84.7

# Continuation.
SMILES,HePTP inhibitor,BAP1 block
COc1cccc(CNc2nc3ccccc3n2CCN2CCCCC2)c1,14.9,93.9
CCNC(=O)N1c2ccc(OCC)cc2C(C)=CC1(C)C,-6.2&-14.2,63.7
COc1cc(/C=N/Nc2ccc3ccccc3n2)cc(Br)c1O,-0.3,/
O=C(CN1CCN(c2ccccn2)CC1)NC(=O)NC1CCCCC1,1.5,108.7
CC(=O)C1=C(C)NC(SCC(=O)c2ccccc2)=C(C#N)C1CC(C)C (stereo not given),11.6,111.0
CCCn1c(=O)c2[nH]c(-c3ccc(OCC(=O)NCCN)cc3)nc2n(CCC)c1=O,/,104.9
C[C@]12C=CC(=O)C=C1CC[C@@H]1[C@@H]2[C@@H](O)C[C@@]2(C)[C@H]1CC[C@]2(O)C(=O)COC(=O)CCC(=O)O,-1.5,/
CCOCC(=O)Nc1cc(C(=O)OC)ccc1C(=O)OC,3.2,65.8
O=C(NC1CCCCC1)C1COc2ccccc2O1 (stereo not given),1.0,/
O=c1c2ccccc2nc(COc2ccccc2)n1/N=C/c1ccco1,4.4,94.4
COc1ccc(N/C=C(/C2=CC(=O)C=CC2=O)[N+](=O)[O-])cc1,58.1*,/
O=C(O)CCc1nc(-c2cccs2)no1,1.4,93.8
Cc1ccc(C(=O)O/N=C(\N)c2ccc(C)cc2)cc1,6.4,/
CC(C)c1ccc(-c2nn(-c3ccccc3)cc2/C=N/O)cc1,4.0,/
COc1cc(C2CC(C(F)(F)F)n3ncc(C(=O)NC(C)(C)C)c3N2)cc(OC)c1OC (stereo not given),/,160.5
Cc1ccc(Cl)c(OCCCN2CCCCC2)c1,-10.1,/
O=C(NCCOC(=O)c1ccc(Cl)cc1)c1cccnc1,/,88.5
O=C(NC1CCN(Cc2ccccc2)CC1)c1ccc(F)cc1,11.3,/
Cc1ccc(S(=O)(=O)NCCNC(=O)C2CCCNC2=O)cc1 (stereo not given),7.0,132.3
COc1cccc(C(=O)O/N=C(\N)c2ccccc2)c1,1.6,/
COc1ccc2c(c1)CCc1cc(C(=O)N3CCN(c4ccc(N5CCOCC5)nn4)CC3)sc1-2,15.2,67.8
O=C(Nc1c(C(=O)N2CCCCCC2)cnn1-c1ccccc1)c1ccc(Br)cc1,-7.1,/
Cc1ccc(S(=O)(=O)N2CCC(C(=O)N3CCC[C@H]3C(=O)NCc3ccccc3)CC2)cc1,9.4,114.4
CS(=O)(=O)N(CC(=O)NCCSC1CCCCC1)c1ccc2c(c1)OCO2,3.0,106.1
O=C(NCN1C(=O)C2C3C=CC(C3)C2C1=O)OC1CCCCC1 (stereo not given),5.5,108.2

# Some of these compounds in order of the BAP1 block value, descending.
SMILES,HePTP inhibitor,BAP1 block
COc1cccc(CNc2nc3ccccc3n2CCN2CCCCC2)c1,14.9,93.9
O=C(NCCOC(=O)c1ccc(Cl)cc1)c1cccnc1,/,88.5
O=C(C1CCCCC1)N1CCC(c2nc3c(nnn3Cc3ccccc3Cl)c(=O)[nH]2)CC1,1.6,84.6

# Profiles as entered above. Order of screens: HePTP inhibitor | BAP1 block
# Profile of O=C(O)CCc1nc(-c2cccs2)no1 = 1.4 | 93.8
# Profile of CS(=O)(=O)N(CC(=O)NCCSC1CCCCC1)c1ccc2c(c1)OCO2 = 3.0 | 106.1
# Profile of COc1cc(/C=N/Nc2ccc3ccccc3n2)cc(Br)c1O = -0.3 | /
# Profile of O=c1c2ccccc2nc(COc2ccccc2)n1/N=C/c1ccco1 = 4.4 | 94.4
# Profile of CC(C)CNC(=O)C(=O)Nc1ccc(Oc2ccccc2)cc1 = -0.3 | /

# Going on with the list.
SMILES,HePTP inhibitor,BAP1 block
CCS(=O)(=O)c1nnnn1-c1ccccc1,5.6,/
O=C(/C=C/c1ccc(F)cc1)N1CCN(Cc2ccccc2)CC1,-3.0,/
C#CCn1cc(/C=C(/C#N)C(=O)Nc2ccc(OC)cc2)c2ccccc21,2.9,/
O=C(Nc1ccccc1)c1cccc(N2C(=O)CCC2=O)c1,1.8,98.8
Cc1ccc2nc3c(cc(C#N)c(=O)n3CCN3CCOCC3)c(=O)n2c1,-2.3,/
O=C1CC(N2CCOCC2)C(=O)N1CCN1C(=O)CC(N2CCOCC2)C1=O (stereo not given),9.8,104.0
Cc1ccc(S(=O)(=O)n2nc(OC(=O)c3ccco3)cc2N)cc1,-4.0,73.1
O=C1c2cccnc2-c2ncccc21,-8.7,96.7
CN(C(=O)c1ccc(=O)[nH]c1)C1(C(=O)NC2CCCCC2)CCCCC1,-11.6,/
COc1ccc(OCC(=O)Nc2ccccc2OC)cc1,6.0&-33.5,101.4
O=C(Sc1nc2ccccc2[nH]1)c1ccccc1,4.7,/
CC(=O)OCCN1C(=O)c2cccnc2C1=O,-8.2,103.4
CC(C)C(NS(=O)(=O)c1ccc2c(c1)oc(=O)n2C)C(=O)N1CCN(C2CCCCC2)CC1 (stereo not given),-3.0,96.0
Cc1ccc(N(CC(=O)Nc2cccc3ccccc23)S(=O)(=O)c2ccccc2)cc1,11.0,/
CCOn1c(=O)c(-c2ccc(OC)cc2)[n+]([O-])c2ccccc21,1.6,74.3
O=C(CCc1ccccc1)Nc1nnc(-c2ccc3c(c2)CCCC3)o1,9.3,75.2
O=C(Nc1ccc(-c2nc3cc(Cl)ccc3o2)cc1)c1ccc(Br)o1,22.0,/
O=C(Nc1ccccc1)C(=Cc1ccccc1F)NC(=O)c1ccccc1,8.0,/
CCN(CC)c1ccc(NC(=O)Cc2ccc(OC)c(OC)c2)cc1,-2.7,/
CC(C)c1ccc(NC(=O)CC2SC(N)=NC2=O)cc1 (stereo not given),-6.6,/
C=CCc1c(C)[nH]c2ccc(C)cc2c1=O,9.6,85.2
CCOC(=O)C1CCCN(C(=O)CSc2nccn2C)C1 (stereo not given),4.2,113.0
O=C(CSc1nnc(-c2cccnc2)n1Cc1ccccc1)N1CCOCC1,0.4,105.0
CCC1(c2ccccc2)NC(=O)N(CC(=O)Nc2cccc(C#N)c2)C1=O (stereo not given),4.3,93.8
Cn1c(SCC(=O)Nc2cccc(O)c2)nnc1-c1ccc(S(=O)(=O)N2CCOCC2)cc1,-1.1,98.5
# Later entries:
SMILES,HePTP inhibitor,BAP1 block
CCCOc1ccc(-c2csc(NC(=O)c3ccc(S(=O)(=O)N4CCc5ccccc54)cc3)n2)cc1,/,55.2
CCOc1ccccc1CN(CCc1ccc2c(c1)OCO2)Cc1cc(OC)ccc1OC,3.0,/
CSc1nnc2c(n1)OC=Nc1ccccc1-2,5.2,102.4
Cc1ccc(NC(=O)c2cccc(C(=O)OC(C)C)n2)cc1,/,98.8
CCO/C=N/c1c(C#N)c2c(c(=S)n1C)COC(C)(C)C2,7.7,74.0
COc1ccc(/C=C/C(=O)c2ccc(F)cc2)c(OC)c1,0.5,/
CCOC(=O)c1c(NC(=O)c2cccs2)sc(C(=O)Nc2ccc(OC)cc2OC)c1C,4.2,/
CCOC(=O)c1c(NC(=O)COc2ccc(-c3ccccc3)cc2)sc(C(C)=O)c1C,-5.5,/
Cc1cc(NS(=O)(=O)c2ccc(NC(=O)NC3CCCCC3)cc2)no1,4.5,106.3
O=C(Nc1ccc(F)cc1)C1CCCCC1,-11.1,91.4
COc1ccccc1NC(=O)c1ccc(N)cc1,2.4,/
O=c1[nH]c(SCc2nc3ccccc3[nH]2)nc2ccccc12,-24.2,/
O=C(NCc1cccs1)C1CCCN1C(=O)Nc1ccccc1 (stereo not given),3.4,87.3
O=C(Cn1cnc2c(nnn2Cc2ccccc2)c1=O)N1CCCc2ccccc21,-2.8,100.2
CCc1nc(NCCN2CCOCC2)c2oc3ccccc3c2n1,3.5,75.5
Cc1cccc(NC(=O)Cn2c(C)c(C#N)c3ccccc32)c1C,-4.8,/
COC(=O)c1ccc(NC(=O)COc2c(C)cccc2C)cc1,-3.7,/
Cc1ccc(S(=O)(=O)Nc2sc(Cc3ccccc3)c(C)c2C(N)=O)cc1,8.1,/
CC(=O)NC1C2CN3CCN(C2)CC1(Cc1ccccc1)C3 (stereo not given),5.4,101.4
N#Cc1c(NC(=O)CSc2nnc(-c3ccncc3)n2CC2CCCO2)sc2c1CCCC2 (stereo not given),11.0,93.8
CC(CNC(=O)Nc1cccc(Cl)c1)NC(=O)Nc1cccc(Cl)c1 (stereo not given),7.4,/
NC(=O)c1ccsc1NC(=O)COc1ccccc1,-1.5,98.5
Cc1nc(NC2=NCN(Cc3cccnc3)CN2)nc2c(C)cccc12,7.0,95.3
CC(=O)N1C2CCCCC2S[C@H]2CCCCC21 (stereo not given in full),-0.6,102.8
COc1cc(C(=O)N2CCC(c3nc(-c4cccnc4)no3)CC2)cc(OC)c1OC,8.3,108.8
# The list goes on:
SMILES,HePTP inhibitor,BAP1 block
NS(=O)(=O)c1ccc(C(=O)O)cc1,-8.3,105.7
CCn1ncc(Br)c1C(=O)Nc1cc(C)ccc1F,7.1,109.5
Cc1nc2ccc(S(=O)(=O)NCC(=O)NCc3ccc4c(c3)OCO4)cc2s1,6.3,101.0
COc1ccccc1CN(C(=O)c1ccco1)C(C(=O)NC1CCCC1)c1ccncc1 (stereo not given),1.5,100.5
O=C(N/N=C\c1ccccc1O)c1cc(-c2ccccc2)nc2ccccc12,-9.2,/
CC1=C(C(=O)Nc2ccccc2C)C(c2ccccc2Br)NC(=S)N1 (stereo not given),-7.5,/
C=CCN1C(=O)C(Cc2ccc(Br)cc2)S/C1=N\N=C\c1cccs1 (stereo not given),-2.0,/
CN(C)CCCNCCCc1ccc(C(C)(C)C)cc1,1.0,/
CC(=O)Oc1cccc(N2C(=O)C3C4C=CC(C4)C3C2=O)c1 (stereo not given),10.1&4.8,95.6
CC(C)N1CC23C=CC(O2)C(C(=O)OCc2ccccc2)C3C1=O (stereo not given),-2.6,/
Cc1ccc(C(=O)N(c2ccccn2)C(C)c2ccco2)cc1 (stereo not given),4.1,115.3
COc1cc(SC)ccc1C(=O)OC1CCOC1=O (stereo not given),4.6,96.8
O=C(COC(=O)C1CCCCC1)Nc1ccc(N2CCCCC2)cc1,-14.6,/
COc1ccc(OC)c(C2Nc3cccc4cccc(c34)N2)c1,/,86.2
O=C(CSc1nnc(CCCN2C(=O)c3cccc4cccc(c34)C2=O)n1-c1ccccc1)NCCCn1ccnc1,-0.1,/
O=C(CSc1n[nH]c(-c2ccccc2)n1)c1ccc(O)c(O)c1,10.3,89.8
Cc1cc(C)c(NC(=O)C2CCCN2Cc2ccccc2)c(C)c1 (stereo not given),5.2,/
O=C(Cn1c(C(=O)c2ccccc2)nc2ccccc21)c1ccccc1,5.3,/
N#CC1=C(N)Oc2c(ccc3cccnc23)C1c1cccnc1 (stereo not given),11.3,93.1
COc1cc(NS(=O)(=O)c2ccc(F)cc2)c(OC)cc1NC(C)=O,5.5&11.4,100.5

# Entries listed so far marked active in HePTP inhibitor.
SMILES,HePTP inhibitor,BAP1 block
COc1ccc(N/C=C(/C2=CC(=O)C=CC2=O)[N+](=O)[O-])cc1,58.1*,/
